Assay outcomes deposited in PubChem BioAssay by Southern Research Specialized Biocontainment Screening Center.
H1N1 NS1A inhibition: H1N1 influenza NS1A inhibitors, functional cell based assay (AID 504329); NS1A functional cell-based assay, percent inhibition; higher % means a stronger effect; inhibition, % at 12.5 µM, or IC50 in µM where a hit was titrated; 0.3% of 340,000 active; in the data active = a potency from the dose series; inconclusive = inhibition above about 27% without an active follow-up result; note: strong numbers were not always called active
inhibitors of VEEV: inhibitors of VEEV TC-83 cytopathic effect, confirmation, Vero cells (AID 588727); Vero cells, VEEV TC-83 cytopathic effect inhibition; higher % means a stronger effect; inhibition, % at 20 µM, or IC50 in µM where a hit was titrated; 0.13% of 350,000 active; in the data active = a potency from the dose series; inconclusive = inhibition mostly from about 14% at the one dose, without a potency; inactive = the rest, 99 in 100 with inhibition below about 12%; note: strong numbers were not always called active
PhoP GFP inhibition: PhoP regulon inhibitors, Salmonella typhi PhoP promoter GFP reporter, confirmatory (AID 1850) | Salmonella Typhi PhoP-promoter GFP reporter, fluorescence, 4 h; higher % means a stronger effect | inhibition, % at 50 µM, or IC50 in µM where a hit was titrated | 0.33% of 310,000 active; in the data active = a potency from the dose series; inconclusive = inhibition mostly from about 25% at the one dose, without a potency; inactive = the rest, 99 in 100 with inhibition below about 19%;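 note: 0% = induced wells with vehicle and 100% = uninduced wells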
tuberculosis growth: growth inhibition of non-replicating M. tuberculosis (AID 488890). Mycobacterium tuberculosis non-replicating, growth inhibition; higher % means a stronger effect. one-dose inhibition, % at 25 µM; IC50 in µM for titrated hits. 0.39% of 320,000 active; in the data active = a potency from the dose series; inconclusive = inhibition mostly from about 82% at the one dose, without a potency; inactive = the rest, 99 in 100 with inhibition below about 76%;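 note: plate controls were DMSO cells for no effect and high antibiotic wells for full effect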
M. tuberculosis HTS: M. tuberculosis growth inhibition, HTS (AID 449762); one-dose inhibition, % at 25 µM; IC50 in µM for titrated hits; M. tuberculosis H37Rv growth inhibition, 7H9 media; higher % means a stronger effect; 0.59% of 330,000 active; in the data active = a potency from the dose series; inconclusive = inhibition above about 70% without an active follow-up result;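 note: bacterial growth assessed after seven days of incubation; strong numbers were not always called active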
inhibitors of VEEV 10K pilot screen: recorded beside inhibitors of VEEV, whose call it bears; inhibition, %; measured here: 10K pilot screen inhibition
* marks the source's active call; other numbers are inactive results; i = inactive; ? = inconclusive; nt = not tested or not shown.

SMILES	H1N1 NS1A inhibition	inhibitors of VEEV	PhoP GFP inhibition	tuberculosis growth	M. tuberculosis HTS	others
CC1CCc2c(nc3ncnn3c2N2CC(C)OC(C)C2)C1 (stereo unspecified)	0%	2.5%	-14%	nt	1%	inhibitors of VEEV 10K pilot screen=0.5
CCCN(CCC)Cc1c(C(=O)N/N=C/C(C)=C\c2ccco2)nnn1-c1nonc1N	4%	5.3%	7%	12%	1%
Cn1c(CCNC(=O)c2ccco2)nc2cc(NC(=O)C3CCCCC3)ccc21	3%	7.2%	-2%	-5%	4%
COc1ccc(NS(=O)(=O)c2ccc(OCC(=O)N3CCN(C)CC3)cc2)cc1Cl	-6%	1.4%	-6%	-3%	-24%
COc1ccc(S(=O)(=O)N2CCCCC2)cc1NC(=O)CCNC(=O)c1ccc(Br)cc1	4%	1.7%	4%	-5%	-3%
CCCc1nnc(NC(=O)c2cc3ccccc3oc2=O)s1	-15%	0.9%	-10%	2.3µM*	?
COc1ccc2[nH]c(=O)c(CN(C)C(=O)c3cccs3)cc2c1	8%	3.8%	4%	-1%	-3%
COc1ccc2c(c1)C(SCC(=O)NCCc1ccccc1)CC(C)(C)O2 (stereo unspecified)	-1%	6.3%	-17%	9%	-7%
OCC1(Cc2ccccc2Cl)CCN(C/C=C/c2ccccc2)CC1	6%	i	4%	39%	3%
CC1Oc2ccccc2N(CC(=O)N2CCCC2)C1=O (stereo unspecified)	20%	1.7%	-4%	9%	7%
CCOc1ccccc1CNc1ccc(N2CCOCC2)c(C(=O)O)c1	-5%	0.8%	-8%	7%	5%
Nc1ccc(Cl)cc1C(=O)OCC(=O)NC1CCS(=O)(=O)C1 (stereo unspecified)	-3%	3.0%	3%	43%	5%

The closing two records of the section above open the next one:
SMILES	H1N1 NS1A inhibition	inhibitors of VEEV	PhoP GFP inhibition	tuberculosis growth	M. tuberculosis HTS	others
CCOc1ccccc1CNc1ccc(N2CCOCC2)c(C(=O)O)c1	-5%	0.8%	-8%	7%	5%
Nc1ccc(Cl)cc1C(=O)OCC(=O)NC1CCS(=O)(=O)C1 (stereo unspecified)	-3%	3.0%	3%	43%	5%
Cc1ccc2nc(N/N=C/c3ccccc3C#N)nc(-c3ccccc3)c2c1	31%	i	19%	72%	81µM*
COc1ccc(/C=C2\SC(=N)N(c3ccc(F)cc3)C2=O)cc1OC	7%	2.9%	-5%	21%	25%	inhibitors of VEEV 10K pilot screen=6.1
O=S(=O)(c1ccc(S(=O)(=O)N2CCC3(CC2)OCCO3)cc1)N1CCCC1	3%	i	5%	-2%	0%
Cc1cc2c(cc(C(=O)OC(C(=O)NCc3ccco3)C(C)C)n2C)o1 (stereo unspecified)	-1%	i	-8%	-2%	-6%
O=C1NC(=O)C(CCc2ccncc2)(CCc2ccccn2)C(=O)N1c1ccc(Br)cc1 (stereo unspecified)	-9%	1.2%	0%	9%	27%
CCSc1nc(C)cc(Oc2ccc(=O)n(C)n2)n1	-6%	2.9%	-19%	-4%	4%
Cc1ccc(NC(=O)C(=O)NCC2CCCO2)cc1C (stereo unspecified)	-10%	0.5%	-2%	-7%	4%
Oc1ccccc1C1=Nc2ccccc2N=C(c2ccco2)C1	-8%	i	-3%	0%	5%
Cc1ccc2c(CC(=O)OCc3cc(=O)n4c(n3)sc3ccccc34)coc2c1	6%	i	-6%	2%	5%
CSc1ccccc1OCc1cc(C(=O)N(C)Cc2cnccn2)no1	-7%	2.4%	1%	-2%	-5%
CN(C)CC(=O)c1c[nH]c2ccccc12	5%	0.2%	1%	0%	-7%
O=c1cc(CN2CCN(Cc3ccccc3)CC2)c2ccc(O)cc2o1	2%	4.2%	5%	0%	2%
O=C(N/N=C/c1cc(Cl)cc([N+](=O)[O-])c1O)NC12CC3CC(CC(C3)C1)C2	21%	i	8%	44%	11%
COC(=O)c1nn(-c2ccc(OC)cc2)c(=O)cc1NN	3%	0.9%	4%	-8%	4%
CCN(CC)C(=O)CSc1nc2cccnc2n1-c1ccccc1OC	7%	1.9%	22%	-9%	-3%
O=C(c1ccco1)N1CCN(C(=S)Nc2cccc([N+](=O)[O-])c2)CC1	6%	1.8%	5%	-5%	-4%
O=C(Nc1ccc2[nH]c(=S)sc2c1)c1ccccc1	-3%	0.5%	-6%	-10%	9%
Cc1cc2c(cc1C)C(=O)NC(C)(C)C2	-6%	0.4%	2%	1%	-13%
Cc1nc(N2CCCC2)c2ccsc2n1	5%	0.6%	-8%	2%	2%
CCc1nc(Sc2nc(C)cc(C)n2)c2oc3ccccc3c2n1	3%	9.8%	-2%	18%	-1%
COC(=O)c1nc2n(n1)C(c1cccc(Cl)c1)C1=C(CCCC1=O)N2 (stereo unspecified)	7%	1.0%	0%	nt	-3%
O=C(Nc1cccc(C(F)(F)F)c1)/C(=C/c1ccco1)NC(=O)c1cccs1	6%	i	-4%	2%	2%
COc1ccc(N2C(=O)C3C(C2=O)C(C(=O)c2ccc(Cl)cc2)N2CCCC32)cc1 (stereo unspecified)	-2%	9.0%	4%	5%	3%
COc1cc(NC(=O)Nc2ccccc2OC)c(OC)cc1NC(=O)CN1CCCCC1	1%	12%	3%	11%	14%

Structures listed so far containing an aryl thioether with sulfur outside any ring:
SMILES	H1N1 NS1A inhibition	inhibitors of VEEV	PhoP GFP inhibition	tuberculosis growth	M. tuberculosis HTS	others
CCSc1nc(C)cc(Oc2ccc(=O)n(C)n2)n1	-6%	2.9%	-19%	-4%	4%
CSc1ccccc1OCc1cc(C(=O)N(C)Cc2cnccn2)no1	-7%	2.4%	1%	-2%	-5%
CCN(CC)C(=O)CSc1nc2cccnc2n1-c1ccccc1OC	7%	1.9%	22%	-9%	-3%
CCc1nc(Sc2nc(C)cc(C)n2)c2oc3ccccc3c2n1	3%	9.8%	-2%	18%	-1%

Further entries:
SMILES	H1N1 NS1A inhibition	inhibitors of VEEV	PhoP GFP inhibition	tuberculosis growth	M. tuberculosis HTS	others
O=C(NCCOc1nc(N2CCCCC2)nc(N2CCCCC2)n1)Nc1ccccc1	7%	1.1%	-1%	13%	11%
O=C(CN1CCCCCC1)Nc1ccccc1F	-4%	0.0%	-2%	-7%	-2%
CCCC(=O)Nc1c(C)n[nH]c1C	5%	6.8%	5%	26%	-7%
CC(C)c1ccc(NC(=O)COc2ccccc2)cc1	-2%	i	-3%	nt	?
CCC[C@@H](CN1CCC[C@H]1CN1C(N)=NC[C@H]1CC(C)C)N1C[C@@H](Cc2ccccc2)N(CCc2ccc(Cl)c(Cl)c2)C1=N	13%	0.4%	nt	?	?
CCOc1ccc(C(=O)NCC(=O)OCc2csc(-c3ccccc3)n2)cc1	-3%	0.2%	-7%	38%	-7%
CN1CCN(C(=O)/C(=C\c2cccc([N+](=O)[O-])c2)NC(=O)c2cccs2)CC1	2%	1.1%	-10%	-1%	-7%
c1ccc(OCCN2CCNCC2)cc1	6%	1.0%	nt	nt	nt
Cc1nnc(SCC(=O)NCc2ccc3c(c2)OCO3)[nH]c1=O	-5%	0.5%	-9%	-8%	-6%
Cc1cc(C)nc(N/N=C/C(Cl)=C/c2ccccc2)n1	0%	i	1%	13%	-4%
O=C(c1ccc(Cl)cc1)C1CCCN(C(=O)c2csnn2)C1 (stereo unspecified)	-22%	1.7%	12%	1%	0%
CCOc1ccccc1NC(=O)COC(=O)CN(C)S(=O)(=O)c1ccc(C)cc1	-5%	0.3%	-4%	2%	-8%
CC(=O)Nc1nc2c(s1)CCc1ccccc1-2	3%	3.8%	4%	14%	-1%
O=C(CCCl)Nc1cc(SCCO)cc([N+](=O)[O-])c1	2%	i	-8%	-2%	-15%	inhibitors of VEEV 10K pilot screen=0.2
CN(C)c1ccc(/C=N/N(CCC(=O)NC(C)(C)C)C2=NS(=O)(=O)c3ccccc32)cc1	-12%	1.0%	-2%	-4%	8%
CC(=O)OCC(OC(C)=O)C(OC(C)=O)C(OC(C)=O)C(=O)Nc1ccc(C)cc1 (stereo unspecified)	5%	0.3%	-4%	0%	7%
COc1ccc(S(=O)(=O)Oc2ccc(C(=S)N3CCOCC3)cc2OC)cc1	-1%	0.8%	11%	-14%	5%
NC(=O)C1(Nc2ccc(C(=O)O)cc2)CCCC1	-2%	i	nt	nt	nt
O=C(O/N=C1\CCS(=O)(=O)c2sccc21)C1CC1	-1%	1.5%	7%	-8%	6%
C=Cc1cccc(NC(=O)c2ccc(NC(=O)c3ccco3)cc2)c1	-3%	8.5%	-3%	?	12%
CCOC(=O)c1ccc(NC(=O)NCc2cccnc2)cc1	-5%	5.1%	-3%	17%	5%
COc1ccc(/C=C2\N=C(SC)N(C)C2=O)cc1	22%	i	-3%	nt	nt
Cc1ccccc1CNS(=O)(=O)c1c(C(=O)N2CCCCC2)c(C)n(C)c1C	0%	0.7%	0%	-10%	3%
c1ccc(NCc2nc(-c3ccccc3)no2)cc1	-2%	6.6%	9%	42%	7%
Cc1ccc(-n2c(C)nc3ccccc3c2=O)c(C)c1	-18%	7.9%	-1%	-12%	4%
COc1ccc(C(=O)NC(=S)N2CCC(C)CC2)cc1Br	-11%	i	5%	5%	58%
COc1ccccc1NC(=O)c1ccccc1NC(=O)c1cc(Cl)ccc1NC(=O)c1ccco1	7%	i	-7%	7%	-1%
COc1cc(CC(=O)N(C)CC(=O)Nc2cc(C)ccc2C)cc(OC)c1OC	7%	0.6%	3%	9%	-4%
O=C(Cc1ccc2c(c1)OCCO2)N1CCN(S(=O)(=O)c2cccc(Cl)c2Cl)CC1	-2%	0.5%	-5%	-2%	1%
COc1ccccc1Nc1nc(NCCO)nc(N2CCCC2)n1	-37%	0.1%	-11%	-8%	5%	inhibitors of VEEV 10K pilot screen=0.7
Cc1ccc(OCc2cc(C(=O)Nc3ccccc3)oc2C)cc1	-14%	4.9%	-3%	10%	1%
COc1ccccc1OCc1cc(C(=O)N2CC3C[C@@H]4CC2C[C@H](C3)C4)no1	-8%	1.7%	7%	25%	-4%
CN1C(=O)N(C)C2(CC1(C)C)CC(C)(C)N(C)C(=O)N2C	10%	0.2%	-8%	14%	0%
O=C(CCN1C(=O)c2ccccc2C1=O)Nc1ccc(-c2cn3ccsc3n2)cc1	10%	6.8%	4%	-11%	-5%
COc1ccc(CC(=O)NCc2nnc(SCC(=O)Nc3cccc(F)c3)n2C)cc1	-3%	1.5%	14%	20%	-8%
CCCCN(C(=O)c1ccc(S(=O)(=O)N(C)C)cc1)c1ccccc1	-1%	i	6%	1%	-6%
C=CCN(CC(=O)NC1CCCC1)C(=O)C(=O)Nc1ccc2c(c1)OCCO2	6%	0.8%	3%	-15%	7%
O=C1CC2(CCCCC2)Oc2ccc(F)cc21	-3%	0.6%	-17%	8%	0%
Cc1ccc2[nH]c(-c3ccccc3)c(CN3CCCC3)c(=O)c2c1	4%	i	6%	61%	0%
COc1cc(C2c3cc4c(cc3C(O)C3COCC23)OCO4)cc(OC)c1OC (stereo unspecified)	-1%	11%	nt	nt	nt
O=C(COc1ccc(Cl)cc1)Nc1ccccc1CO	-4%	4.5%	7%	38%	5%
CCN(CC)C(=O)OCCc1cc2ccccc2c(=O)o1	2%	0.3%	nt	8%	-4%
CCN(C=NC1=NN(c2cccc(C(F)(F)F)c2)CC1)CC	13%	i	-2%	29%	?
Cc1ccc(-n2nc(-c3cccs3)cc2C(=O)NCC2CCCO2)c(C)c1 (stereo unspecified)	2%	8.4%	-3%	34%	10%
CC(=O)N1CCOc2ccc(S(=O)(=O)N3CCC(C(=O)Nc4ccc(C)cc4C)CC3)cc21	11%	0.4%	4%	0%	-3%
CCCCN(C(=O)Nc1ccc(Cl)cc1)C1CCN(C(C)=O)CC1	-10%	i	-5%	5%	-4%
O=C(N/N=C/c1ccc(OC(=O)c2ccccc2)c([N+](=O)[O-])c1)c1ccc(O)cc1	2%	0.6%	0%	41%	-3%
Cc1nn(C(C)C(=O)c2cccc(Cl)c2)c(C)c1[N+](=O)[O-] (stereo unspecified)	-6%	1.1%	-7%	-1%	-4%
CCC(CC)NC(=O)c1ccc(NS(=O)(=O)c2ccc3[nH]c(=O)[nH]c3c2)cc1	-9%	13%	-3%	9%	-5%
CCNC(=O)CC1C(=O)N(c2ccc(F)cc2)C(=O)N1Cc1ccc(OC)cc1 (stereo unspecified)	30%	4.6%	1%	-9%	7%
CCOC(=O)N1CCN(S(=O)(=O)c2ccc(OC)c(C(=O)N3CCCCC3)c2)CC1	-3%	6.8%	3%	-10%	4%
CC(C)n1cnc2c(Nc3cccc(Cl)c3)nc(NCCCO)nc21	-4%	7.5%	-32%	8%	27%
COc1ccc(CNc2n[nH]c(NCc3ccc(OC)c(OC)c3)n2)cc1OC	2%	1.2%	7%	-4%	-2%
